Assay outcomes from PubChem.
RGS7-Gao reg – modulates binding of RGS7 to human Galphao | P09471 | Multiplexed bead flow cytometry; actives lie on both sides | binding response (% of control), % at 10 µM | 220,000 tested, 0.35% active | AID 1439; in the data active means binding response below about 49% or above about 150%; inconclusive means no clear call, values can overlap the other calls; inactive means in between;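 further: fluorescent Galphao held in activated GDP-AlF4 state binding bead-coupled RGS7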
Bim-Bcl-B – inhibitors of Bim-Bcl-B interaction, human | Q9HD36 | bead-based flow cytometry, Bim peptide-Bcl-B binding | inhibition, % at 10 µM | 190,000 tested, 0.073% active | AID 951;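 further: 0% = tracer peptide without compound and 100% = reference inhibitor peptide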
Target sequence (Q9HD36 whole entry, looked up): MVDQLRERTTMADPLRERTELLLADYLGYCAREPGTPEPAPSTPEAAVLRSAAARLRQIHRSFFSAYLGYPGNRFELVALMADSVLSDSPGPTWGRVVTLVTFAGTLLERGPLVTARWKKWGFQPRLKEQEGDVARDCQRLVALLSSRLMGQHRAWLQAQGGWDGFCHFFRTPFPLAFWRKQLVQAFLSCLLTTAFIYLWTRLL
Bcl-W Bim block – disrupts Bim peptide binding to human Bcl-W; inhibition, % at 10 µM; bead-based flow cytometry; 190,000 tested, 0.02% active; AID 952;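 further: 0% = bound tracer without compound and 100% = peptide blocker; higher means less fluorescent Bim peptide bound to Bcl-W beads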
Target sequence (Q92843 whole entry, looked up): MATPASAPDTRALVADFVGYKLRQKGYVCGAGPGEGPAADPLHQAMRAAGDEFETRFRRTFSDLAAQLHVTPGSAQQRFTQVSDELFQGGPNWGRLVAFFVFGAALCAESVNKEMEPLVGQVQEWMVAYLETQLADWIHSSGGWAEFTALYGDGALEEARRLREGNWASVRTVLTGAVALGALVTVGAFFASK
Bfl-1 Bim block – human Bim-Bfl-1 interaction inhibition; Bead-based flow cytometry, Bim-Bfl-1 binding inhibition; Q16548; 190,000 tested, 0.12% active; inhibition, % at 10 µM;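 further: 0% = wells without compound plus tracer and 100% = blocker peptide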
ABCB1 inh – inhibitors of human ABCB1 transporter, ABCG2 counter-screen | P08183 | CCRF-Adr cells, JC-1 efflux, flow cytometry | inhibition, % at 6.6 µM | 190,000 tested, 0.067% active | AID 1326; in the data active means inhibition above about 40%;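 further: 0% = vehicle and 100% = reference inhibitor; higher value means more JC-1 retained so stronger ABCB1 efflux block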
RGS4-Gao reg – modulates binding of RGS4 to human Galphao; P09471; Multiplexed bead flow cytometry; actives lie on both sides; binding response (% of control), % at 10 µM; 220,000 tested, 0.33% active; AID 1415; in the data active means binding response below about 49% or above about 150%; inactive means in between;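 further: fluorescent Galphao activated with aluminum fluoride binding bead-coupled RGS4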
ABCG2 inh – human ABCG2 inhibition, ABCB1 as counter-screen; Q9UNQ0; IgMXP3 cells, JC-1 efflux, flow cytometry; inhibition, % at 6.6 µM; 190,000 tested, 0.1% active; AID 1325;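 active means inhibition above 80%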;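 further: 0% = DMSO and 100% = nicardipine control wells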
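Measure – % inhibition of efflux relative to nicardipine and DMSO · Test system – ABCG2 IgMXP3 and barcoded ABCB1 CCRF-Adr cell mix · Control set – nicardipine as high control, DMSO as low control · Compound – one concentration, 6.6 µM final · Signal – flow cytometry of retained JC-1 fluorescence · Timing – 10 min exposure at 25 °C with rotation, no wash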
Avidin fluor – avidin bead compound fluorescence profile; Avidin beads, compound fluorescence 488/530 nm, flow cytometry; stronger effect = higher value; AID 1775; fluorescence (KMESF) at 10 µM; 220,000 tested, 0.38% active; in the data active means fluorescence above about 47; further: inactives centre near 10
GSH bead fluor – compound fluoresces at 488/530 nm on GSH beads; AID 1776; 190,000 tested, 0.25% active; fluorescence (KMESF) at 10 µM; GSH beads flow cytometry, compound fluorescence 488/530 nm; stronger effect = higher value; in the data active means fluorescence above about 89;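 further: glutathione beads carrying GST-tagged Bcl family fusion proteins plus one bare bead set; values are compound well signal with DMSO vehicle wells as background; inactives centre near 16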
Bim-Bcl-2 – human Bim-Bcl-2 interaction inhibition; P10415; Bead-based flow cytometry, Bim peptide-Bcl-2 binding; inhibition, % at 10 µM; 190,000 tested, 0.06% active; AID 950; in the data active means inhibition above about 40%; inconclusive means no clear call, values can overlap the other calls;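 further: 0% = no compound wells with probe peptide and 100% = reference peptide inhibitor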
Target sequence (P10415 whole entry, looked up): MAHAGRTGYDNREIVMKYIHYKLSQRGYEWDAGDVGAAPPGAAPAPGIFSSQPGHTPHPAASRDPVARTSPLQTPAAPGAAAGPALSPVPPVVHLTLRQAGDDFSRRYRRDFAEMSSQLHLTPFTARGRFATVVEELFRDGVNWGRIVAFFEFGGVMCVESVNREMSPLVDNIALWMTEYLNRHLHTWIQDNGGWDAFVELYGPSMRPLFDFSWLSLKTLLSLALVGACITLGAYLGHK
Bcl-XL Bim block – human Bim-Bcl-XL interaction inhibition; Q07817; inhibition, % at 10 µM; 190,000 tested, 0.04% active; Bim peptide-Bcl-XL binding, bead flow cytometry, fluorescence
Target sequence (Q07817 whole entry, looked up): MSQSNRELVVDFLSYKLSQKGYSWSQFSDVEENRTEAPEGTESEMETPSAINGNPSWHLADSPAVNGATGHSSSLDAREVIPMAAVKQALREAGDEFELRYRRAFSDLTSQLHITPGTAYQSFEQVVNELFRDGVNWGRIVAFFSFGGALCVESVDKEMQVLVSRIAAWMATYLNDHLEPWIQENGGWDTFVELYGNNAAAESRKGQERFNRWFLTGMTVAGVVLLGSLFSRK
An asterisk follows results filed as active; ? = inconclusive; · = no result given. Unless noted, no stated cut-off is given here; in the data, active means inhibition above about 40%.

SMILES	RGS7-Gao reg	Bim-Bcl-B	Bcl-W Bim block	Bfl-1 Bim block	ABCB1 inh	RGS4-Gao reg	ABCG2 inh	Avidin fluor	GSH bead fluor	Bim-Bcl-2	Bcl-XL Bim block
Nc1nc2nc(SCC(=O)N3CCCc4ccccc43)[nH]c2c(=O)[nH]1	101	-6	0	-13	1.6	101	11	34	18	-7	-4
CCOc1ccc(OCC)c(NC(=O)CN2CCN(C(=O)c3ccco3)CC2)c1	89	-9	-5	-8	-0.9	82	0	9	32	-5	-3
COC(=O)C1C2C=CC3(CN(CCc4ccccc4)C(=O)C13)O2 (stereo unspecified)	100	-5	-3	-4	-0.2	101	0	17	20	-7	-5
CCCNC(=O)OCCC12CC3CC(CC(C3)C1)C2	96	0	1	0	0.4	94	6	4	16	4	-1
COc1ccc(OC)c(S(=O)(=O)NCCC2=CCCCC2)c1	101	2	4	-1	-0.5	100	-2	12	19	0	0
O=C(CCCSc1nc(-c2ccco2)cc(C(F)(F)F)n1)Nc1ccc2c(c1)OCO2	101	-5	4	-8	3.0	100	0	11	42	-12	2
Cc1ccc(-c2csc(NC(=O)c3cccc([N+](=O)[O-])c3C(=O)O)n2)cc1	98	-6	-1	-5	0.6	96	1	23	9	0	-2
COc1ccc(OCC(=O)OCC(=O)NCc2ccc(F)cc2)cc1	106	-7	-5	0	-0.3	105	10	20	10	2	-2
COc1ccc(C2C(C#N)=C(N)N(c3sc4c(c3C#N)CCCC4)C3=C2C(=O)CC(C)(C)C3)cc1 (stereo unspecified)	103	-6	-2	0	3.0	103	6	9	19	-1	-1
COc1cc(C2C(C(C)=O)=C(O)C(=O)N2c2ccc(Br)cn2)ccc1O (stereo unspecified)	99	-6	0	-9	-0.3	103	-2	9	15	-9	-2
O=c1[nH]cnc2cc(-c3ccccc3)sc12	107	6	3	-1	0.2	101	4	29	7	-1	0
CCN(CC)S(=O)(=O)c1cccc(NC(=S)NC(=O)/C=C/c2ccc(S(=O)(=O)N3CCOCC3)cc2)c1	86	-6	-2	0	-0.4	105	3	4	3	-2	-5
COc1cc([N+](=O)[O-])ccc1NC(=O)COC(=O)c1n[nH]c2ccccc12	101	-11	-3	-1	0.1	100	14	14	7	0	-5
CCOc1ccc(C(CC(=O)O)NC(=O)c2cccs2)cc1OC (stereo unspecified)	101	-9	-4	-16	0.3	101	1	10	52	-7	-5
O=C(COc1ccccc1)Nc1ccc(S(=O)(=O)N2CCCCCC2)cc1	104	-1	1	0	0.2	102	1	22	10	0	1
O=C(COC(=O)CC1CCCC1)Nc1ccc(OC(F)F)cc1	?	0	0	-2	-0.5	101	0	12	12	0	1
O=C(COC(=O)Cc1c(Cl)cccc1Cl)NCC1CCCO1 (stereo unspecified)	116	-3	-4	-4	0.8	88	3	8	26	-4	-3
O=C(CSC1=Nc2ccccc2C2=NC(CC(=O)NCc3ccco3)C(=O)N12)NCc1ccco1 (stereo unspecified)	92	-6	0	-7	-0.2	101	-1	8	9	-7	-1
Clc1ccc2c(c1)c1cc(Cl)ccc1n2CN1CCOCC1	103	2	1	0	0.3	103	2	6	17	-4	2
CCc1sc2nc(SCC(=O)Nc3cc(C)on3)n(-c3cccc(OC)c3)c(=O)c2c1C	102	-3	-1	1	4.8	97	6	15	17	0	-2
C/C(=N\NC(=O)C(c1ccccc1)c1ccccc1)c1ccccn1	99	-5	-2	0	2.4	93	7	3	13	-1	-4
CC(C)(C)NC(=O)COC(=O)c1cc(Br)ccc1Cl	105	-14	-6	-15	0.1	100	3	13	18	-9	-9
COCCn1nnnc1C(c1ccccc1OC)N1CCN(c2ccccc2)CC1 (stereo unspecified)	93	-8	0	-12	0.7	96	1	15	45	-8	-3
COc1ccc(N/N=C(/N=Nc2nc(C)cc(=O)[nH]2)c2ccccc2)cc1	101	-4	2	-10	3.1	101	7	3	17	0	-6
C=CCNC(=O)c1ccccc1NC(=O)c1ccccc1	99	-10	6	-8	0.4	99	6	5	51	-12	-6
Cn1c(SCC(=O)NCCc2ccccc2)nnc1-c1ccncc1	110	0	1	-8	0.0	80	0	4	5	-2	0
O=C(CSc1nnc(-c2ccco2)n1-c1ccccc1)NCc1ccc2c(c1)OCO2	96	-7	0	-7	1.1	98	1	15	44	-5	-5
CCOc1cc(/C=N/NC(=O)Nc2ccccc2)ccc1O	98	0	5	0	1.1	98	17	11	11	1	1
CCO[C@H]1OC(C(=O)N2CCN(Cc3ccc4c(c3)OCO4)CC2)=C[C@@H](c2ccc(C(F)(F)F)cc2)[C@@H]1CCCO	92	-7	-1	-7	3.4	93	6	5	19	-6	-1
C=CCn1c(-c2cccn(Cc3cccc(Cl)c3)c2=O)n[nH]c1=S	92	-23	-4	-13	-0.4	92	0	10	37	-6	-7
COc1ccc(-c2cn3cccnc3n2)cc1	101	-6	-4	-5	-0.5	103	6	8	9	-1	-3
Cc1ccc(NC(=S)Nc2ccc(Cl)c(Cl)c2)c(OC(F)F)c1	93	-10	-7	-7	-0.9	98	-3	7	11	-10	-8
CC(C)(C)n1ncc2c(=O)n(CC(=O)N3CCCCCC3)cnc21	107	1	1	3	0.5	107	1	28	16	0	-1
CCCCOc1ccccc1/C=N/NC(=O)CC#N	102	-5	-10	-2	0.0	103	2	25	10	-3	-14
Cc1ccc(OCC(=O)c2cc(C)c(C)cc2C)c([N+](=O)[O-])n1	101	-13	2	-6	0.8	93	8	7	42	-9	3
CCN(CC)CCNC(=O)c1ccc(NC(=O)COc2ccccc2F)cc1	114	-6	0	-8	0.0	107	0	7	21	-1	-5
COC(=O)CSc1ncnc2c1sc1nc(-c3ccco3)c3c(c12)CC(C)(C)OC3	81	-1	4	18	0.0	85	0	12	20	2	2
CCCn1c(N)c(Br)c(=O)[nH]c1=O	97	-4	-12	-2	0.2	96	10	11	10	-6	-6
COc1cc(N)ccc1C(=O)O	103	-1	0	0	0.0	101	0	9	12	1	-1
O=S(=O)(c1ccc(NC(=S)N/N=C/c2ccc(N3CCOCC3)cc2)cc1)N1CCOCC1	104	4	4	0	-0.7	105	-4	3	1	5	7
O=C1C=C(Nc2ccccc2)c2ccccc2C1=O	?	-1	-1	-2	0.5	105	11	9	12	-3	0
O=C(Nc1ccc2c(c1)OCCO2)c1cccnc1	101	-11	-7	-27	-0.7	100	17	37	26	-8	-12
Cc1ccc(S(=O)(=O)c2c(C)nn(C(C)(C)C)c2OC(=O)c2ccc(Br)o2)cc1	83	-11	-2	-18	2.5	84	4	11	36	-14	-10
CSc1nsc(SC)c1C(=O)N1CCN(S(=O)(=O)c2ccc(C)cc2)C1C (stereo unspecified)	102	-5	-7	1	0.8	102	1	36	17	0	-10
O=S(=O)(N=S(N1CCCCC1)N1CCCCC1)c1ccccc1	93	-4	-1	-11	0.8	97	5	6	12	-9	-5
CC(=O)c1cnn(-c2cc(Oc3ccccc3C)ncn2)c1C	100	3	2	0	0.6	103	4	6	62	2	0
CC(=O)c1ccn(S(=O)(=O)c2ccccc2)c1	99	·	·	·	1.2	103	7	18	·	·	·
Cc1onc(-c2c(F)cccc2Cl)c1C(=O)NNC(=O)C1CCN(Cc2ccccc2)CC1	100	-3	-1	-5	0.3	98	1	12	15	0	-4
O=C1NCCNC(=O)c2ccccc2OCCOc2ccccc21	101	-5	-2	0	0.9	94	9	3	12	0	-3
CCOC(=O)c1c(-c2ccc(C)o2)csc1NC(=O)COC(=O)c1ccc(NC(N)=O)cc1	101	-1	3	-2	-0.1	85	0	9	6	-1	-5
CC1=C(C(=O)N(C)Cc2ccccc2)C2(CCC(C)CC2)OC1=O (stereo unspecified)	97	-10	-7	-12	2.0	97	9	24	15	-6	-11

Of the compounds above, 14 have a halogen.
SMILES	RGS7-Gao reg	Bim-Bcl-B	Bcl-W Bim block	Bfl-1 Bim block	ABCB1 inh	RGS4-Gao reg	ABCG2 inh	Avidin fluor	GSH bead fluor	Bim-Bcl-2	Bcl-XL Bim block
O=C(CCCSc1nc(-c2ccco2)cc(C(F)(F)F)n1)Nc1ccc2c(c1)OCO2	101	-5	4	-8	3.0	100	0	11	42	-12	2
COc1ccc(OCC(=O)OCC(=O)NCc2ccc(F)cc2)cc1	106	-7	-5	0	-0.3	105	10	20	10	2	-2
COc1cc(C2C(C(C)=O)=C(O)C(=O)N2c2ccc(Br)cn2)ccc1O (stereo unspecified)	99	-6	0	-9	-0.3	103	-2	9	15	-9	-2
O=C(COC(=O)CC1CCCC1)Nc1ccc(OC(F)F)cc1	?	0	0	-2	-0.5	101	0	12	12	0	1
O=C(COC(=O)Cc1c(Cl)cccc1Cl)NCC1CCCO1 (stereo unspecified)	116	-3	-4	-4	0.8	88	3	8	26	-4	-3
Clc1ccc2c(c1)c1cc(Cl)ccc1n2CN1CCOCC1	103	2	1	0	0.3	103	2	6	17	-4	2
CC(C)(C)NC(=O)COC(=O)c1cc(Br)ccc1Cl	105	-14	-6	-15	0.1	100	3	13	18	-9	-9
CCO[C@H]1OC(C(=O)N2CCN(Cc3ccc4c(c3)OCO4)CC2)=C[C@@H](c2ccc(C(F)(F)F)cc2)[C@@H]1CCCO	92	-7	-1	-7	3.4	93	6	5	19	-6	-1
C=CCn1c(-c2cccn(Cc3cccc(Cl)c3)c2=O)n[nH]c1=S	92	-23	-4	-13	-0.4	92	0	10	37	-6	-7
Cc1ccc(NC(=S)Nc2ccc(Cl)c(Cl)c2)c(OC(F)F)c1	93	-10	-7	-7	-0.9	98	-3	7	11	-10	-8
CCN(CC)CCNC(=O)c1ccc(NC(=O)COc2ccccc2F)cc1	114	-6	0	-8	0.0	107	0	7	21	-1	-5
CCCn1c(N)c(Br)c(=O)[nH]c1=O	97	-4	-12	-2	0.2	96	10	11	10	-6	-6
Cc1ccc(S(=O)(=O)c2c(C)nn(C(C)(C)C)c2OC(=O)c2ccc(Br)o2)cc1	83	-11	-2	-18	2.5	84	4	11	36	-14	-10
Cc1onc(-c2c(F)cccc2Cl)c1C(=O)NNC(=O)C1CCN(Cc2ccccc2)CC1	100	-3	-1	-5	0.3	98	1	12	15	0	-4
